CendR NRP1 mod: modulators of CendR peptide binding to human neuropilin-1 | 0.85% of 360,000 active | O14786 | inhibition, % at 25 µM | FAM-RPARPAR peptide binding to NRP-1, fluorescence polarization;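 active means inhibition or corrected inhibition above about 18%, plus a signal ratio from 0.5 to 1.5, limit read from the data, passing the limit was not always enough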; further: strong numbers were not always called active
Scp-1 inhibitor: Scp-1 (human) phosphatase inhibition; Q9GZU7; AID 493091; 0.88% of 340,000 active; Recombinant Scp1, phosphopeptide, malachite green phosphate absorbance; inhibition, % at 20 µM;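 active means inhibition above about 50% at 20 µM, limit read from the data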;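 further: plate controls were DMSO wells with enzyme for no effect and wells lacking enzyme for full effect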
Target sequence (Q9GZU7 76-261 limits assumed): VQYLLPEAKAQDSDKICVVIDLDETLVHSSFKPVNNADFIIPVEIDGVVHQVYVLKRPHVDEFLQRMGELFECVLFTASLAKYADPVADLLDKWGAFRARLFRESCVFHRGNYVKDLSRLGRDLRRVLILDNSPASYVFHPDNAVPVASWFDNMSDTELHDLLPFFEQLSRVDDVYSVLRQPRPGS
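Test system: SCP-1 catalytic domain; Buffer or medium: Acidic Tris acetate buffer with magnesium and detergent; Also added: Phosphorylated 17-residue peptide substrate; Compound: single 20 µM dose, 1% DMSO; Schedule: enzyme reaction 45 min at room temperature, colour 5 min, stabilisation 30 min; Signal: Phosphate-binding colour reagent, absorbance read at 630 nm.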
LMPTP inh: blocks human LMPTP phosphatase | 0.22% of 360,000 active | P24666 | AID 651560 | inhibition, % at 20 µM | recombinant LMPTP-A, OMFP fluorogenic substrate, fluorescence intensity;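 active means compounds that cut the enzyme signal by at least half of the control window in the single-dose screen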;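 further: plate controls were DMSO wells with enzyme plus substrate for no effect and substrate without enzyme for full effect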
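Test system: LMPTP-A, protein tyrosine phosphatase of low molecular weight; Input: 0.625 nM enzyme; Incubation: 50 min dark incubation at room temperature; Signal: endpoint fluorescence intensity from OMFP dephosphorylation; Read-out basis: % inhibition versus control wells.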
SKN-1 inh: inhibitors of C. elegans SKN-1; 0.49% of 360,000 active; AID 624304; inhibition, % at 21.8 µM; C. elegans VP596 Pgst-4::GFP/RFP ratio, acrylamide-induced, 24 h;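 active means interference check ratio from 0.5 to 1.5 plus GFP to RFP signal ratio inhibition reaching or exceeding a fixed threshold, cut at about 30% in these data, passing the limit was not always enough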; further: some compounds called inactive have numbers as strong as hits
SUMO1-SIM PPI: alters human SUMO1 binding to SIM partners; P63165; SUMO1 binding to a labelled peptide, TR-FRET, 1 h; inhibition, % at 20 µM; 0.33% of 360,000 active; in the data active means inhibition above about 37%
Target sequence (P63165 whole entry, looked up): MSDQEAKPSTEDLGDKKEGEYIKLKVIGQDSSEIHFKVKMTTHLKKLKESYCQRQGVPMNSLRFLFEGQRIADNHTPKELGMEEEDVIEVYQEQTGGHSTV
STEP inh: inhibitors of human striatal-enriched phosphatase STEP; P54829; recombinant STEP, OMFP fluorogenic substrate, fluorescence; inhibition, % at 20 µM; 0.25% of 360,000 active;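 active means inhibition at 20 µM, scaled per plate between control wells, above about 37%, limit read from the data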;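 further: 0% = DMSO with enzyme and substrate and 100% = substrate only without enzyme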
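System: isolated STEP enzyme; schedule: 20 min enzyme reaction at room temperature, protected from light; medium: Bis-Tris buffer pH 6.0, 2.5 mM DTT, 0.005% Tween 20; signal: fluorescence, 480/540 nm; dosing: single compound dose of 20 µM, 1% DMSO final; also added: OMFP substrate, 25 µM final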
DNMT1 block: inhibitors of human DNMT1 | inhibition (reported as % activation of signal), % at 10 µM | DNMT1 molecular beacon, Hinp1I cleavage, fluorescence | P26358 | 0.83% of 360,000 active | AID 588458; in the data active means inhibition above about 50%
Neddyl block: cullin neddylation inhibition | TR-FRET cullin neddylation, biochemical | calls only at 25 µM | 0.58% of 360,000 active | AID 651699; in the data active means inhibition above about 36%
Target sequence (P61081 whole entry, looked up): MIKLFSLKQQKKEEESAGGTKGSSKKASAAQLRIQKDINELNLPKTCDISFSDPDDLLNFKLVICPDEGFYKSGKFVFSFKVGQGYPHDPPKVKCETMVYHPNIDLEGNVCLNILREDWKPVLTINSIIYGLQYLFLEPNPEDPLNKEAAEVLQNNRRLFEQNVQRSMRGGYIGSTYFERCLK
Target sequence (Q13564 whole entry, looked up): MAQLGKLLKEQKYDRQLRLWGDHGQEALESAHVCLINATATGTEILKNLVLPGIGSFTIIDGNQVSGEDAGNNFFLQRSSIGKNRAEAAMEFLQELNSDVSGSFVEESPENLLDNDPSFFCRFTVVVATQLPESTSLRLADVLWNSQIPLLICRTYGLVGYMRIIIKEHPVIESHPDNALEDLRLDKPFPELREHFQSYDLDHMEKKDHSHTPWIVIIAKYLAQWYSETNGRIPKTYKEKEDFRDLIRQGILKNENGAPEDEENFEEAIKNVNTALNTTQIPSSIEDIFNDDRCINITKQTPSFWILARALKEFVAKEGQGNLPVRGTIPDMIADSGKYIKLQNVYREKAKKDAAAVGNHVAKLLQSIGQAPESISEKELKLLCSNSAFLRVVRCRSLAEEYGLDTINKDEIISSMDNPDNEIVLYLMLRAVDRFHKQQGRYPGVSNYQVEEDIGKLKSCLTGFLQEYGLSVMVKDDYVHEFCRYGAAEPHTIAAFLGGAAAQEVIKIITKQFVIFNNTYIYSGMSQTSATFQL
NadD inh: blocks S. aureus nicotinate mononucleotide adenylyltransferase | inhibition, % at 20 µM | purified NadD enzyme, colorimetric absorbance read-out | 0.78% of 360,000 active; in the data active means inhibition above about 26%; further: some compounds past the cut are filed as inactive
TbMetRS inhib: Trypanosoma brucei MetRS inhibition | purified T. brucei MetRS, ATP depletion, Kinase-Glo luminescence | inhibition, % at 11.9 µM | 0.4% of 360,000 active | AID 624268;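 active means inhibition above a per-plate cutoff of the control wells' mean inhibition plus 3 SD, cut at about 5.5% in these data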;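 further: 0% = DMSO wells median and 100% = median of wells with control inhibitor compound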
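Measured by: Kinase-Glo luciferase luminescence reporting remaining unconsumed ATP. Material: purified T. brucei MetRS enzyme. Doses: 11.9 µM compound single dose, 0.9% DMSO. Medium: HEPES buffer containing pyrophosphatase, BSA, spermine, DTT. Times: 15 min preincubation, 2 h reaction, all 25 °C. Reagent: methionine, ATP and bulk E. coli tRNA.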
* = called active by the depositor; i = inactive; · = not tested or not shown.

SMILES	CendR NRP1 mod	Scp-1 inhibitor	LMPTP inh	SKN-1 inh	SUMO1-SIM PPI	STEP inh	DNMT1 block	Neddyl block	NadD inh	TbMetRS inhib
COC(=O)[C@]12CCCCC=C1N(Cc1ccccc1)C(=O)[C@H](CC(=O)NCCC(C)C)C2	-0.9	·	-0.5	-9.9	1.4	·	·	i	-4.1	-1.1
CCN(CC)c1ccc(C(=C2C=CC(=[N+](CC)CC)C=C2)c2ccccc2)cc1	-1.1	-10.4	1.6	-54.4	-3.9	2.2	30.2	i	0.8	-0.2
CCCC(C)C(=O)Nc1ccc(C(N)=O)cc1 (centres undefined)	-7.4	16.7	0.3	-4.7	-5.0	-2.8	1.9	i	4.7	0.4
O=C(CN1CCCCC1)NNC(=O)c1ccc([N+](=O)[O-])cc1	8.0	-2.4	0.1	21.9	-34.4	-1.5	-0.5	i	0.3	0.2
Cc1cccc(-n2c(C)cc(/C=N/O)c2C)c1	-6.5	-7.6	-0.9	-5.1	2.4	0.0	-10.1	i	-3.4	0.3
Cc1ccccc1SCC(=O)NC1CCOC1=O (centres undefined)	-8.2	-13.1	-0.3	-2.9	1.2	2.3	0.1	i	3.5	-0.3
[N-]=[N+]=NC1c2ccccc2C(=O)N1Cc1ccccc1 (centres undefined)	1.1	-8.3	0.2	-3.9	-3.3	0.5	1.3	i	3.3	-1.3
O=C(CN1CCN(Cc2ccccc2)CC1)Nc1cccc(S(=O)(=O)N2CCCCCC2)c1	5.2	-8.4	-0.6	-1.9	0.5	2.1	-1.2	i	-9.2	0.0
Cc1cccc(C)c1NC(=O)CSc1nc(N2CCOCC2)nc(N2CCOCC2)n1	-1.2	-4.8	-0.5	-0.6	2.4	-0.8	-0.6	i	-5.3	0.2
C=CCNC(=S)Nc1sc2c(c1C(=O)OCC)CCN(C(=O)OCC)C2	-0.2	-6.2	0.4	-0.5	-7.4	0.5	0.5	i	-18.7	-0.6
O=C1CC(=O)C(n2cncn2)C(c2ccc(Cl)cc2Cl)C1 (centres undefined)	4.4	-5.8	3.7	-11.7	8.1	1.4	-1.7	i	3.0	0.2
CC(C)NC(=O)c1ccccc1NS(=O)(=O)c1ccc(Br)s1	-1.3	-10.0	-0.6	-12.7	4.6	0.3	1.2	i	-9.3	-0.1
CCOC(=O)[C@H]1[C@H]2COc3cc(OC)ccc3[C@@H]2N2C(=O)N(c3cccc(Cl)c3)C(=O)[C@@]12C	-9.0	-8.6	1.5	13.6	3.8	1.7	-4.3	i	-10.2	0.4
C=CCn1cc(C(=O)OC)c(=O)c2cc(S(=O)(=O)N3CCCCCC3)ccc21	-1.5	12.3	0.9	-10.2	2.0	1.1	-0.6	i	-4.0	1.1
CS(=O)(=O)Nc1ccc(-c2ccc(/C=C3\SC(N)=NC3=O)o2)cc1	-41.8	-5.0	0.1	-1.6	-18.1	-2.5	-1.5	i	-7.6	-0.3
C[C@H](NC(=O)OC(C)(C)C)c1nnc(SCC(=O)Nc2ccc(Br)cc2)o1	-7.7	2.9	-0.3	3.3	0.8	-0.9	-0.8	i	-6.4	1.8
CCO[C@H]1OC(C(=O)NC2CC2)=C[C@@H](C)[C@@H]1CCCO	2.6	3.9	-0.4	-3.5	1.0	-4.1	8.7	i	0.0	-0.3
COc1ccc(N2CC(O)=C(c3nc(-c4ccc(Cl)cc4)cs3)C2=N)cc1	-6.5	30.0	38.3	-7.9	3.0	15.2	40.2	i	13.0	-0.8
CN(C(=O)COC(=O)Cn1cnc2ccccc21)C1CCCCC1	-2.4	0.0	1.0	8.3	-0.6	-2.1	-0.3	i	-0.1	-0.1
O=[N+]([O-])c1ccc2nc(SCc3cn4ccccc4n3)[nH]c2c1	-6.7	-6.5	-0.8	7.1	-16.0	3.4	4.1	i	-5.9	17.4*
COC(=O)C1(C)NC(c2ccco2)C2C(=O)N(c3ccc(C)cc3)C(=O)C21 (centres undefined)	0.9	-7.8	-0.7	3.4	-2.5	-2.6	-1.8	i	6.2	-0.7
COC(=O)c1ccc(OC(=O)C2CC(=O)N(c3cccc(C)c3)C2)cc1 (centres undefined)	5.7	-8.7	0.0	2.8	1.1	-0.7	1.0	i	-0.2	-1.0
Nc1ccn(C2CC(O)C(CO)O2)c(=O)n1 (centres undefined)	-1.5	-8.8	0.3	13.1	2.2	-2.4	-5.9	i	-2.0	-0.9
C/C(=N\N=C(/N)SC1CC(=O)N(c2ccccc2)C1=O)c1cccs1 (centres undefined)	-2.8	-6.3	1.1	6.4	-6.1	-4.3	-0.7	i	5.2	0.2
CCCCc1ccc(S(=O)(=O)NNC(=S)NCc2ccco2)cc1	3.8	-8.0	1.2	-6.7	1.1	1.1	1.5	i	-1.1	0.2
COCCN(CC(=O)Nc1cccc(C)c1C)C(=O)C1(c2ccccc2)CC1	8.9	-6.1	-1.3	-1.7	3.3	-3.9	0.1	i	-3.0	-0.4
Cc1cccc([C@@H]2[C@@H]3C(=O)N(Cc4ccccc4)C(=O)[C@@H]3[C@]3(Cc4ccccc4)C(=O)N(c4ccccc4)C(=O)N23)c1	11.0	9.3	-0.4	-2.7	-1.4	2.2	-12.0	i	7.8	-0.2
COC(=O)C(NC=O)C(O)(Cc1ccccc1)C(F)(F)F (centres undefined)	-5.5	-10.4	-2.6	-18.1	-2.5	-2.8	-1.7	i	-1.3	-1.0
O=C(Nc1ccc(F)cc1)C(c1ccccc1)N1CCN(S(=O)(=O)c2ccccc2)CC1 (centres undefined)	4.4	0.1	1.2	5.6	2.0	2.0	-2.8	i	7.7	-0.6
Cc1ccc(C(=O)NC2CCN(CC(=O)Nc3cccc([N+](=O)[O-])c3)CC2)cc1	-5.6	4.8	-0.6	9.6	-23.2	0.5	0.0	i	0.5	-0.2
CC1CCCN(CCC(=O)Nc2ccc3c(c2)CCC3)C1 (centres undefined)	-9.8	-6.2	-2.1	-17.6	0.7	4.4	2.0	i	-8.4	-0.4
CN1C(=O)c2ccc(C(=O)NCc3ccccn3)cc2C1=O	11.4	-11.6	-1.4	-0.7	-32.4	-1.2	2.3	i	1.0	-0.2
NC(=O)CN1C(=O)C(=O)N(Cc2ccccc2)C1=O	3.4	-9.8	-1.8	8.9	3.1	-2.4	2.1	i	-1.9	-0.2
COc1ccc(N(CC(=O)N/N=C(\C)CCc2ccccc2)S(=O)(=O)c2ccc(C)cc2)cc1	-4.9	-4.1	0.8	4.9	1.8	0.7	2.0	i	1.8	-0.5
O=C(Nc1ccccc1C(=O)O)c1cc(S(=O)(=O)N2CCOCC2)cs1	-5.7	-15.2	-0.4	5.9	16.4	-2.1	4.6	i	-5.5	-0.3
Cc1c(C(=O)Nc2ccccc2)cn2c(nc3ccccc32)c1C#N	-7.7	3.3	-0.6	8.7	-3.8	-1.6	23.8	i	-1.6	-0.6
Cc1cc(C)nc(Nc2ccc(N3CCOCC3)cc2)n1	6.2	-7.2	0.9	1.1	-0.4	2.9	-5.0	i	5.0	-2.0
CCCNC(=O)C1(C)CCN1C(=O)c1ccccc1CCc1ccccc1 (centres undefined)	-4.3	·	-0.8	8.3	-0.6	0.2	1.4	i	-4.8	-0.3
O=C(N/N=C/c1cc(Br)ccc1OC(=O)c1ccc(Br)cc1)c1ccncc1	-12.3	-6.4	1.9	-1.7	-4.1	-0.8	1.8	i	24.8	0.5
CCc1ccc(C2c3[nH]c4ccccc4c3CCN2C(=O)c2ccc(=O)n(C)n2)cc1 (centres undefined)	-1.4	-7.3	2.0	-5.3	-3.3	3.8	-5.7	i	3.3	0.2
COc1ccc(S(=O)(=O)N2CCC3CC2c2c(-c4ccc(C(F)(F)F)cc4)cccc23)cc1 (centres undefined)	-1.1	·	1.4	5.3	2.4	1.3	-1.6	i	-2.6	-0.6
CC1CCN(C(=O)C2CCN(S(=O)(=O)c3cnc[nH]3)CC2)CC1	-0.9	-4.9	0.6	14.9	4.7	1.3	-2.9	i	-1.8	0.1
Cc1sc2nc(SCC(=O)NCCO)n(C)c(=O)c2c1C	2.5	-0.1	-0.5	19.4	33.2	2.5	0.3	i	1.2	-0.5
O=C(Nc1ccc(N2CCCCC2)cc1)c1ccc2c(c1)OCCO2	-9.5	-9.4	0.2	12.3	-0.1	3.2	-10.0	i	2.1	-0.7
Cc1ccccc1C(=O)NNC(=O)C1CCN(C(=O)Nc2ccccc2)CC1	-6.4	-2.8	-0.6	0.2	1.8	3.0	-0.9	i	-1.5	-0.4
O=C(N/N=C/C(Br)=C/c1ccccc1)C(O)c1ccccc1 (centres undefined)	-7.7	-6.6	-1.3	6.1	-14.6	-1.7	-1.3	i	-1.9	-0.9
Cc1cc(/C=N/NC(=O)c2nn(C)cc2Cl)c(C)n1-c1cccc(Br)c1	5.1	-4.4	-0.2	-0.4	-4.7	-1.7	-2.7	i	7.5	-0.6
CC(=O)Nc1ccc(C2NC(=S)N(c3ccccc3C(F)(F)F)C(C)=C2C(=O)N2CCOCC2)cc1 (centres undefined)	-15.8	-1.7	-2.3	-14.4	-3.9	0.8	-4.7	i	-7.2	-1.0
CCOC(=O)c1nnn2c1nc(N(CC)CC)c1ccccc12	-2.7	-14.4	0.5	2.3	5.3	0.7	3.1	i	-0.1	-0.1
CC1(C)NC(C)(C)c2nonc2/C1=N\O	7.1	-10.8	-0.4	13.7	-5.2	-0.3	2.4	i	5.4	-0.5
CN1CCN(c2ccc(-c3cccc(NC(=O)COc4ccccc4)c3)nn2)CC1	-1.5	-6.8	2.2	-0.7	-8.1	-2.0	-1.8	i	-2.2	-0.2
O=C(NCCc1ccc(C(F)(F)F)cc1)c1ccc(Cl)nc1	-1.8	-13.1	-1.3	13.7	3.0	1.3	3.6	i	-3.2	5.5

Exported field by field: entries from further up
SMILES: COc1ccc(N(CC(=O)N/N=C(\C)CCc2ccccc2)S(=O)(=O)c2ccc(C)cc2)cc1
  CendR NRP1 mod: -4.9 | Scp-1 inhibitor: -4.1 | LMPTP inh: 0.8 | SKN-1 inh: 4.9 | SUMO1-SIM PPI: 1.8 | STEP inh: 0.7 | DNMT1 block: 2.0 | Neddyl block: i | NadD inh: 1.8 | TbMetRS inhib: -0.5
SMILES: O=C(Nc1ccccc1C(=O)O)c1cc(S(=O)(=O)N2CCOCC2)cs1
  CendR NRP1 mod: -5.7 | Scp-1 inhibitor: -15.2 | LMPTP inh: -0.4 | SKN-1 inh: 5.9 | SUMO1-SIM PPI: 16.4 | STEP inh: -2.1 | DNMT1 block: 4.6 | Neddyl block: i | NadD inh: -5.5 | TbMetRS inhib: -0.3

Compound activity from PubChem.
